CIT2-GFP yeast = modulators of CIT2-GFP expression in yeast, primary screen, S. cerevisiae, GFP fusion, multiplex flow cytometry, MLPCN library; S. cerevisiae CIT2-GFP strain, 3 h; 100 means same as DMSO wells; AID 2029, 2009; GFP response vs DMSO, % at 10 µM; 0.065% of 320,000 active;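 active means GFP response relative to DMSO above a set limit, near the screen mean plus 3 SD, cut at about 150% in these data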;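 further: ratio of well median GFP fluorescence to mean of DMSO wells on the plate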
LAP4 TOR yeast = modulators of LAP4-GFP expression in yeast, primary screen, S. cerevisiae, multiplex flow cytometry, MLPCN library; 3 h; median GFP as percent of DMSO wells; GFP response vs DMSO, % at 10 µM; 0.34% of 320,000 active;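 active means GFP response vs DMSO above a set limit, about the screen mean plus 3 SD, cut at about 150% in these data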
MEP2 TOR yeast = modulators of MEP2-GFP levels in yeast, primary screen, S. cerevisiae, multiplex flow cytometry, MLPCN library | S. cerevisiae MEP2-GFP strain, 3 h; 100% = DMSO control level | GFP response vs DMSO, % at 10 µM | 0.51% of 330,000 active | AID 2016, 2009;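 active means GFP response versus DMSO above a set limit, roughly screen mean plus 3 SD, cut at about 180% in these data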;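 further: median GFP fluorescence of the barcode-gated MEP2-GFP cells per well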
RPL19A TOR yeast = RPL19A-GFP expression modulators in yeast, primary screen, cell-based, S. cerevisiae, multiplex flow cytometry, MLPCN; S. cerevisiae RPL19A-GFP strain, 3 h; stronger effect = lower value; percent response vs DMSO, % at 10 µM; 0.3% of 330,000 active;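 active means percent response vs DMSO below 50%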;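 further: median channel GFP fluorescence of the barcoded RPL19A-GFP strain; ratio of sample median GFP to plate DMSO average so 100% = DMSO; lower means less RPL19A-GFP as with rapamycin TOR inhibition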
AGP1 TOR yeast = modulators of AGP1-GFP expression in yeast TOR pathway, primary screen, cell-based, multiplex flow cytometry, S. cerevisiae, MLPCN library | 3 h; GFP as percent of DMSO wells | GFP response vs DMSO, % at 10 µM | 0.02% of 320,000 active;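 active means GFP response relative to DMSO above a set limit, near screen average plus 3 SD, cut at about 150% in these data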;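 further: median GFP channel fluorescence of the gated AGP1 strain per well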
CR mimetic SO = reduction of superoxide in aged yeast, primary screen, HTS; superoxide response (% of plate mean), % at 10 µM; S. cerevisiae aged cells, superoxide DHE fluorescence; stronger effect = lower value; 0.18% of 330,000 active;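 active means superoxide response under a set limit, about three screen SD below normal, cut at about 65% in these data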;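 further: yeast aged for seven days with compound at 30 °C before DHE staining; 100% = average MFI of all compound-treated wells on the plate with controls excluded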
AHR act = AHR activators, primary screen, cell-based, luminescence, luciferase reporter, human. Aryl hydrocarbon receptor (Homo sapiens), P35869. AHR-responsive luciferase reporter cells. activation, % at 5 µM. 2.5% of 320,000 active. AID 2796, 2010; in the data active means activation above about 47%;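 further: 0% = vehicle wells and 100% = reference agonist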
Target sequence (P35869 whole entry, looked up): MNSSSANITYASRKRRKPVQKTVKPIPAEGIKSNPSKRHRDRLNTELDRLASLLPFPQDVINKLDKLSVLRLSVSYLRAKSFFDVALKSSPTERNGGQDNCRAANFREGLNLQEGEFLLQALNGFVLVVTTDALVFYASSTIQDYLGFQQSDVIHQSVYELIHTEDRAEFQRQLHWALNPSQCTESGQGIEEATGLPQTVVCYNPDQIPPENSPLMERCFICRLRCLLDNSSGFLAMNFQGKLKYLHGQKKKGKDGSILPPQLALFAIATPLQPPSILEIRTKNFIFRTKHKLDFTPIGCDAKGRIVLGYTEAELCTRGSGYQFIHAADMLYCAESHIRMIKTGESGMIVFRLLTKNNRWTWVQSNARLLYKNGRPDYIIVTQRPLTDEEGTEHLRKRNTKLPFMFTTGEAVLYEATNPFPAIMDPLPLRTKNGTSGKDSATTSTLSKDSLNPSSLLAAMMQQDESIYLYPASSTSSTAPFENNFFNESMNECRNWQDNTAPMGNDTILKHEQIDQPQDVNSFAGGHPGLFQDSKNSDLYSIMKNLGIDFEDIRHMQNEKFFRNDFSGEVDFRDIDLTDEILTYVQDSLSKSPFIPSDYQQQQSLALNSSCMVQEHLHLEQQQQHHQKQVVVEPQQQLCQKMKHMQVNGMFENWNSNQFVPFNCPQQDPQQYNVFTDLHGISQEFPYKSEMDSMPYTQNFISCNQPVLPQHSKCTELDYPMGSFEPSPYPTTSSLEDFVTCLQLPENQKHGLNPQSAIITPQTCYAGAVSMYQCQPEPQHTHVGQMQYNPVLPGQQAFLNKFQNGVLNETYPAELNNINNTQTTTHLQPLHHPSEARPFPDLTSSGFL
Efflux pump inh = inhibitors of Candida efflux pumps in yeast, primary screen, S. cerevisiae, Nile Red, multiplex. S. cerevisiae Candida pump triplex. inhibition, % at 10 µM. 0.44% of 330,000 active. AID 485275, 2010;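 active means plate passing quality check with inhibition over a set limit, or well fluorescence over plate mean plus 4 SD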;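 further: Nile Red retained in pooled yeast measured as flow cytometry median fluorescence; 0% = buffer negative control and 100% = Enniatin B positive control; higher means more Nile Red kept so more efflux inhibition; some compounds called inactive have numbers as strong as hits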
An asterisk follows results filed as active; / = not tested or not shown. Compounds as they come; 3.9% or so of the library scored in one or more.

Compound,CIT2-GFP yeast,LAP4 TOR yeast,MEP2 TOR yeast,RPL19A TOR yeast,AGP1 TOR yeast,CR mimetic SO,AHR act,Efflux pump inh
COc1ccc(C(=O)Nc2cccc(/C(C)=N/NC(=O)c3ccc([N+](=O)[O-])c(C)c3)c2)cc1OC,85,98,96,96,91,101,46,0.1
COC(=O)c1ccccc1N(C)S(=O)(=O)c1cc2c(cc1C)OCC(=O)N2,94,94,98,99,96,102,-2,0.0
CCC1Oc2ccccc2N(CC(=O)NCCN2CCCC2)C1=O (stereo not drawn),106,112,105,99,106,91,0,-0.3
CC1(C)Cc2ccccc2C2CC(O)C(=O)N21 (stereo not drawn),96,97,98,96,100,104,-1,0.0
CCn1c(=O)c(C(=O)NNS(=O)(=O)c2ccc(NC(=O)OC)cc2)c(O)c2ccccc21,103,92,100,99,96,82,0,-0.1
Cc1ccc(-c2cc(O)cc3sc(=O)oc23)cc1C,100,101,100,98,100,115,11,0.0
Cc1cc(N(CC(=O)NC2CC2)S(C)(=O)=O)ccc1Br,95,97,101,100,99,130,-1,0.2
Cc1ccc(C)c(-n2ccnc2SCC(=O)Nc2cccc(S(=O)(=O)NC3=NCCC3)c2)c1,105,95,96,97,100,88,0,-0.1
O=S(=O)([N-]c1nc2ccccc2nc1-[n+]1ccc(CCCc2ccccc2)cc1)c1cccs1,95,92,99,100,92,99,6,0.3
CCOc1ccccc1NC(=S)Nc1ncccc1C,96,114,108,102,103,93,122*,0.0
CC12CS(=O)(=O)CC1SC(=S)N2c1ccccn1 (stereo not drawn),108,93,97,101,103,82,3,0.1
O=C(Nc1ccccc1)c1cc([N+](=O)[O-])ccc1Cl,88,129,100,99,89,92,88*,-0.1
CCOC(=O)C1(Cc2ccccc2C)CCCN(S(=O)(=O)CC)C1 (stereo not drawn),100,93,107,99,101,112,0,0.0
Cn1cnnc1Sc1nc([N+](=O)[O-])nn1C,104,93,106,101,103,101,0,-0.1
O=C(Nc1ccc(O)cc1)/C(=C\c1cccs1)NC(=O)c1ccccc1,95,94,100,101,96,111,1,0.2

Further structures:
Compound,CIT2-GFP yeast,LAP4 TOR yeast,MEP2 TOR yeast,RPL19A TOR yeast,AGP1 TOR yeast,CR mimetic SO,AHR act,Efflux pump inh
Cc1ccccc1N1C(=O)C(Cl)=C(N2CCN(c3ccccc3)CC2)C1=O,94,105,100,100,/,96,-7,0.2
O=C(Nc1cc(S(=O)(=O)N2CCCCCC2)ccc1OCC(F)(F)F)c1cnccn1,98,98,98,94,93,99,3,0.3
COc1cc(CNc2ccc(S(N)(=O)=O)cc2)ccc1OCC(=O)NC1CCCCC1,98,104,101,95,102,89,1,-0.1
Cc1ccc(CCNS(=O)(=O)c2ccc3c(c2)C(C)(C)C(=O)N3C)cc1,111,103,100,96,104,88,3,0.0
CCN(CC)CCN(C(=O)c1ccc([N+](=O)[O-])cc1)c1nc2c(OC)cccc2s1,107,105,99,106,104,113,1,0.1
CC(C)(C)c1ccc(CSc2ccc(S(=O)(=O)N3CCOCC3)cn2)cc1,83,98,92,93,89,98,-1,-0.3
O=C1Nc2ccc(S(=O)(=O)N3CCCC3C(=O)O)c3cccc1c23 (stereo not drawn),95,99,102,97,98,109,4,0.1
CNc1c([N+](=O)[O-])cnn1-c1cccc(Cl)n1,96,97,103,99,107,107,-2,-0.1
CCCCNC(=O)C(=O)NC(C)CCc1ccccc1 (stereo not drawn),109,96,89,98,106,102,3,0.0
Cc1cc(Cl)ccc1OCC(=O)N1CC(C)CC(C)C1 (stereo not drawn),92,104,105,104,100,77,-1,0.1
CN(C)C(=O)OCC1COc2ccccc2O1 (stereo not drawn),106,95,100,99,94,82,-3,0.0
NC1=NC(=O)/C(=C/c2cn(CCC(=O)O)nc2-c2ccc(Cl)cc2)S1,104,92,96,107,101,100,0,-0.1
O=C(CCc1ccccc1Cl)N1CCN(S(=O)(=O)c2ccccc2)CC1,97,101,102,102,105,109,-2,0.0
O=c1[nH]c(=O)n(CCO)c2nnn(Cc3ccccc3)c12,94,106,104,100,102,95,0,0.0
CC(=O)c1cccc(N(C(=O)Cn2nnc3ccccc32)C(C(=O)NCC2CCCO2)c2ccc(N3CCOCC3)cc2)c1 (stereo not drawn),98,97,101,103,109,87,-1,-0.1

(list continues)
Compound,CIT2-GFP yeast,LAP4 TOR yeast,MEP2 TOR yeast,RPL19A TOR yeast,AGP1 TOR yeast,CR mimetic SO,AHR act,Efflux pump inh
CCCNC(=O)C(=O)Nc1cc2c3c(c1)CCC(=O)N3CCC2,94,99,98,100,100,84,28,0.2
c1ccc(CSc2snnc2-c2ccccc2)cc1,108,93,106,99,99,101,1,0.0
COc1ccc2c(c1)[C@H]1[C@H](CO2)[C@H](c2ccccc2)[C@]2(C)C(=O)N(Cc3ccc(C)cc3)CC(=O)N12,102,88,90,99,99,110,0,0.6
CCOc1nc(C)nc(NC(=O)NS(=O)(=O)c2ccccc2Cl)n1,/,89,94,98,103,94,2,-0.1
CC1CCc2c(sc(NC(=O)C3=COCCO3)c2C(N)=O)C1 (stereo not drawn),81,95,92,91,87,102,36,0.6
Oc1ccc(-c2csc(-c3ccccc3)n2)cc1O,101,206*,97,90,88,122,2,-0.1
CC(=O)c1cccc(NC(=O)N2C3CCC2CC(NC(=O)C2CC2)C3)c1 (stereo not drawn),104,97,101,106,103,97,4,0.3
Cn1cccc1C(=O)NC1CCCCC1,96,104,102,97,97,107,12,0.2
O=C(NCCCCCCNC(=O)c1cccs1)c1cccs1,92,86,88,101,95,82,7,0.0
CC1CCN(CCCCOc2ccccc2-c2ccccc2)CC1,101,98,108,104,100,96,0,-0.3
O=[N+]([O-])c1cccc2c(S(=O)(=O)N3CCOCC3)cccc12,89,101,107,99,94,104,0,0.2
Cc1cc(CN2CCC(n3nccc3NC(=O)c3ccccc3C)CC2)n[nH]1,97,89,90,99,96,101,3,0.1
Cc1ccc(Cn2c(=O)c3c(ncn3C)n(C)c2=O)cc1,104,101,123,100,100,101,3,-0.2
Cc1ccc(Nc2nnc(SCC(=O)NC(Cc3c[nH]c4ccccc34)C(=O)O)s2)cc1 (stereo not drawn),90,111,95,96,97,117,7,0.2
Cc1ccc(C(=O)N2CCN(c3ncnc4c3cnn4-c3ccccc3)CC2)cc1,94,107,100,90,95,102,9,0.0

Next compounds follow.
Compound,CIT2-GFP yeast,LAP4 TOR yeast,MEP2 TOR yeast,RPL19A TOR yeast,AGP1 TOR yeast,CR mimetic SO,AHR act,Efflux pump inh
CC(C)CN1CCN(Cc2cccn2-c2ccccn2)CC1CCO (stereo not drawn),112,106,114,115,113,91,-3,-0.2
Cn1c(CNC(=O)c2ccccc2)nnc1SCC(=O)N1CCN(c2ccccc2)CC1,84,98,93,95,100,115,1,0.1
OC1CN=C2CCCc3c2n(c2ccc(Cl)cc32)C1 (stereo not drawn),94,104,105,98,96,97,5,0.1
CCOc1ccc(NC(=O)C2CCCN(S(=O)(=O)c3ccc(-n4cnnn4)cc3)C2)cc1 (stereo not drawn),113,94,105,98,95,101,3,-0.2
COc1cccc(CNC(=O)Cn2nc(C)c([N+](=O)[O-])c2C)c1,95,93,101,100,98,103,2,-0.1
CN(C)S(=O)(=O)c1ccc(C(=O)NCCC(=O)N2CCCC2)cc1,107,99,105,113,103,108,5,0.4
COc1cccc(-c2sc3ccc(OC)cc3c2-c2ccc(OCCN3CCOCC3)cc2)c1,91,111,96,95,91,100,15,70*
CCOC(=O)/C(C#N)=C/c1cc(C)n(-c2ccc(C)cc2)c1C,103,95,103,92,96,101,4,0.1
COc1ccc(/C=C(/NC(=O)/C=C/c2ccccc2)C(=O)NCCCCCC(=O)O)cc1,84,95,98,99,97,109,2,0.3
COCCNC(=O)C(c1ccccc1F)N(C(=O)C(=O)NC1CCCC1)C1CCCCC1 (stereo not drawn),94,87,93,98,95,95,3,0.0
CC(=O)Nc1ccc(NC(=O)C(C)OC(=O)CNC(=O)c2cccs2)cc1 (stereo not drawn),86,99,89,89,100,95,-3,-0.1
CCn1c(CC(=O)Nc2cccc(OC)c2)nnc1SCC(=O)N1CCN(c2ccccc2)CC1,95,98,99,95,104,79,-1,-0.3
COc1ccc(CNC(=O)C2CCCN2C)cc1OC (stereo not drawn),103,110,106,100,108,108,-1,-0.1
CCN(CC(=O)NCc1ccc(F)cc1)C(=O)C(C)Oc1cccc(Cl)c1 (stereo not drawn),103,104,104,102,103,104,1,0.0
CCn1c(SCC(=O)NNC(=O)c2ccccc2)nnc1-c1ccncc1,100,88,94,98,98,95,1,-0.1

Later entries:
Compound,CIT2-GFP yeast,LAP4 TOR yeast,MEP2 TOR yeast,RPL19A TOR yeast,AGP1 TOR yeast,CR mimetic SO,AHR act,Efflux pump inh
CC(C)C(NC(=O)c1ccc(F)cc1)C(=O)Nc1cccnc1 (stereo not drawn),105,106,107,101,111,88,0,0.0
CC(C)NC(=O)N(Cc1ccc(Cl)cc1)Cc1cccs1,97,102,93,95,93,103,-3,0.0
NS(=O)(=O)c1ccc(CCNC(=O)c2nc(CS(=O)(=O)c3ccc(Cl)cc3)no2)cc1,114,104,108,101,111,93,0,0.1
Cc1cc2nnc(SCC(=O)N3CCCCC3)n2c(N)n1,95,102,94,101,102,115,7,0.1
COc1cccc(/C=N/NC(=O)CNC(=O)c2cccnc2)c1O,99,94,111,106,102,98,2,-0.2
COc1ccc(OC)c(-c2cc(C(=O)Nc3ccccc3C(N)=O)c3ccccc3n2)c1,96,111,105,96,102,116,17,0.0
Cc1cc(C)c(C)c(S(=O)(=O)N2CCC(C(=O)OCC(=O)NC3CCS(=O)(=O)C3)CC2)c1C (stereo not drawn),100,98,102,96,102,87,-1,-0.1
CCCc1cc(=O)[nH]c(SCC(=O)N2CCC(C(=O)OCC)CC2)n1,80,90,93,98,97,106,1,0.0
CSC1=C(C#N)C(c2ccccc2Cl)C(C(=O)c2cccs2)C(O)(C(F)(F)F)N1 (stereo not drawn),94,94,95,98,97,92,0,0.2
O=C(c1ccccc1)N(Cc1nc2ccccc2c(=O)[nH]1)C1CCCCC1,105,105,98,95,103,96,5,-0.1
Cc1cccc(C(C(=O)NCc2ccc(F)cc2)N(C(=O)c2csnn2)C2CC2)c1 (stereo not drawn),98,92,84,96,101,98,1,0.2
C=CCNC(=O)/C(=C\c1ccc(Br)cc1)NC(=O)c1ccccc1OC,102,96,104,102,102,91,8,0.1
CCCOc1ccc(N2C(=O)CC(N3CCC(c4nncn4CC)CC3)C2=O)cc1 (stereo not drawn),115,105,102,104,106,97,-4,0.0
Cc1c(Br)cc(C(=O)N2CCCCCC2)c(C)c1C,78,112,102,100,99,88,21,0.3
CCOc1ccc(S(=O)(=O)n2cc(-c3ccccc3)c(N)n2)cc1,103,102,103,100,100,113,26,0.0
Cc1ccsc1/C=N/NC(=O)C1C(=O)NCC1c1ccccc1 (stereo not drawn),105,101,98,102,106,116,-1,-0.1
Cn1c(SCc2ccccc2Cl)nc(C(F)(F)F)cc1=O,104,98,100,101,102,95,-1,-0.1

Full records from above:
Record of O=C(Nc1ccc(O)cc1)/C(=C\c1cccs1)NC(=O)c1ccccc1 → CIT2-GFP yeast: 95; LAP4 TOR yeast: 94; MEP2 TOR yeast: 100; RPL19A TOR yeast: 101; AGP1 TOR yeast: 96; CR mimetic SO: 111; AHR act: 1; Efflux pump inh: 0.2
Record of Cn1cnnc1Sc1nc([N+](=O)[O-])nn1C → CIT2-GFP yeast: 104; LAP4 TOR yeast: 93; MEP2 TOR yeast: 106; RPL19A TOR yeast: 101; AGP1 TOR yeast: 103; CR mimetic SO: 101; AHR act: 0; Efflux pump inh: -0.1

High-throughput results (PubChem)
